Compound activity as filed in PubChem BioAssay.
AID2073: inhibitors of Mint1-CaV2.2 protein interaction, biochemical, HTRF (AID 2073); Voltage-dependent N-type calcium channel subunit alpha-1B (Homo sapiens); HTRF protein-protein interaction, Mint1-CaV2.2; higher % means a stronger effect; inhibition, % at 20 µM, or IC50 in µM where a hit was titrated; 0.19% of 290,000 active; in the data active = inhibition mostly above about 51%, no sharp cut-off; note: some results filed as inactive read as strong as hits
MgcRacGAP inhibition: MgcRacGAP GTPase-activating activity inhibitors, confirmation, biochemical, ADP Hunter fluorescence; Rac GTPase-activating protein 1 (Homo sapiens); MgcRacGAP-stimulated Rac1 GTP hydrolysis, ADP Hunter fluorescence; higher % means a stronger effect; GST-tagged Rac1 F28L mutant substrate; one-dose inhibition, % at 30 µM; IC50 in µM for titrated hits; 0.6% of 340,000 active;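 active = first-screen hits whose inhibition reached a set limit at any dose in the follow-up dose series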;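 note: fluorescence reports GDP produced by GAP-driven GTP hydrolysis; strong numbers were not always called active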
NTR1 agonist: agonists of NTR1, primary screen, imaging, U2OS cells, beta-arrestin-GFP, high content (AID 493036). Neurotensin receptor type 1 (Homo sapiens), P30989. NTR1-U2OS beta-arrestin-GFP spot imaging, agonist mode. activation, % at 20 µM. 0.17% of 330,000 active;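 active = activation at or above 40% of the spot to cytoplasm intensity ratio, with at least 20 cells analyzed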;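 note: 0% = DMSO without peptide and 100% = 100 nM NTR1 peptide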
Target sequence (P30989 whole entry, looked up): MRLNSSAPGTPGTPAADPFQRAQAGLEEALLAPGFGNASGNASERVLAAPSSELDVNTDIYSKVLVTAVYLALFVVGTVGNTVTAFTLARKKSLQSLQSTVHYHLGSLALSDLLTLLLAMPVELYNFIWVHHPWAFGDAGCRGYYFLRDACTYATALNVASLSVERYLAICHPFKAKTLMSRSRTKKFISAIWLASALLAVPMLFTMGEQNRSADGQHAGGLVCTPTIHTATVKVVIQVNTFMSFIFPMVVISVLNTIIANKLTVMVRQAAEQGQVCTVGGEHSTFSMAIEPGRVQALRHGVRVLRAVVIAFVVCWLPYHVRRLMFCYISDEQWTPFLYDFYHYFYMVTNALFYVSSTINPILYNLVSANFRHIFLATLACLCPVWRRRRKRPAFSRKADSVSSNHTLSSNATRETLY
Dengue-2 NS5 capping: Dengue-2 NS5 methyltransferase inhibitors, primary screen, biochemical, confirmation dose response (AID 588689); Dengue-2 NS5 methyltransferase capping enzyme assay, biochemical; higher % means a stronger effect; 0.3% of 340,000 active; inhibition, % at 25 µM, or IC50 in µM where a hit was titrated; Genome polyprotein (Dengue virus type 2 (strain 16681-PDK53)); in the data active = a potency from the dose series
Yfh1-depleted yeast: enhancers of respiration in Yfh1-depleted yeast, dose response, Friedreich's ataxia, plus single-dose screen (AID 1465). S. cerevisiae Yfh1-off respiration, WST-1 reduction, 72 h; higher fold induction means a stronger effect. fold induction at 50 µM; hits with a dose series show EC50 in µM. 0.074% of 220,000 active;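 active = fold induction of absorbance versus untreated yeast above a set limit, then at least 30% activation at any dose in follow-up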;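 note: activators that raise dye reduction in frataxin-depleted yeast; strong numbers were not always called active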
GPR55 LPI antagonism: GPR55 antagonists blocking LPI-driven arrestin recruitment, primary screen, imaging, U2OS, beta-arrestin-GFP, LPI agonist (AID 2013); G-protein coupled receptor 55 (Homo sapiens); U2OS GPR55 beta-arrestin-GFP translocation imaging, LPI antagonism; higher % means a stronger effect; one-dose inhibition, % at 10 µM; IC50 in µM for titrated hits; 0.13% of 290,000 active;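 active = spots per cell inhibited over 60%, with over 100 cells counted and total cytoplasm intensity under 500,000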;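 note: U2OS cells stably carrying GPR55 and arrestin-GFP stimulated by 5 µM LPI near EC80; imaged beta-arrestin-GFP aggregate spots per cell after agonist stimulation; plate controls were LPI-stimulated DMSO wells for no effect and DMSO wells without LPI for full effect; some results filed as inactive read as strong as hits; confirmed hits need IC50 under 10 µM and bright autofluorescent wells are also inconclusive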
GPR35 antagonists: GPR35 antagonists blocking zaprinast-driven arrestin recruitment, primary screen, imaging, U2OS, beta-arrestin-GFP, zaprinast agonist (AID 2058); G-protein coupled receptor 35 (Homo sapiens); U2OS GPR35 beta-arrestin-GFP translocation imaging, zaprinast antagonism; higher % means a stronger effect; one-dose inhibition, % at 10 µM; IC50 in µM for titrated hits; 0.052% of 290,000 active;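 active = inhibition of at least 50% with at least 30 cells and total cytoplasm GFP at most 10,000,000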
GPR55 beta-arrestin: GPR55 agonists via beta-arrestin recruitment, primary screen, imaging, U2OS cells, beta-arrestin-GFP redistribution (AID 1961). one-dose activation, % at 10 µM; EC50 in µM for titrated hits. U2OS GPR55 beta-arrestin-GFP redistribution imaging; higher % means a stronger effect. G-protein coupled receptor 55 (Homo sapiens). 0.048% of 290,000 active;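 active = activation above 40% with more than 50 cells counted in the well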;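 note: U2OS osteosarcoma cells stably expressing GPR55 and beta-arrestin-GFP; plate controls were DMSO negative control for no effect and LPI positive control for full effect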
SV40 large T antigen: SV40 large T antigen inhibitors, biochemical (AID 1903). inhibition, % at 20 µM, or IC50 in µM where a hit was titrated. SV40 large T antigen ATPase/helicase inhibition assay; higher % means a stronger effect. 0.39% of 310,000 active; in the data active = a potency from the dose series; note: strong numbers were not always called active
NTR1 agonist cell count 20 µM: further read-out of NTR1 agonist, marked with its call; cell count; measured here: cell count, cytotoxicity flag
Dengue-2 NS5 capping pilot replicate: also measured in Dengue-2 NS5 capping; calls as there; inhibition, %; measured here: pilot screen replicate inhibition
* = called active by the depositor; i = inactive; / = not tested or not shown.

SMILES	AID2073	MgcRacGAP inhibition	NTR1 agonist	NTR1 agonist cell count 20 µM	Dengue-2 NS5 capping	Yfh1-depleted yeast	GPR55 LPI antagonism	GPR35 antagonists	GPR55 beta-arrestin	SV40 large T antigen	others
Cc1cccc(OCCC(=O)Nc2ccc(F)c(Cl)c2)c1	-3%	-2%	0.0	44	0%	i	3%	19%	0.6%	8%
N#Cc1c(-c2ccc3c(c2)OCO3)csc1N	-6%	8%	0.9	83	1%	i	1%	-4%	-0.1%	6%
Cc1ccc(OCc2cn3cccnc3n2)cc1	-8%	-1%	-1.0	57	4%	i	12%	10%	0.2%	0%
COc1cc(C(=O)NCc2nnc(SCC(=O)NC3CCCCC3)o2)cc(OC)c1OC	4%	1%	0.5	51	2%	/	-3%	-9%	0.3%	10%
Cn1c(Cc2cccs2)nnc1SCC(=O)Nc1ccccc1F	/	8%	0.4	68	-12%	/	/	/	/	15%
CC(=O)c1cccc(NC(=O)c2ccc3c(c2)OCO3)c1	12%	0%	0.7	61	6%	/	9%	1%	-0.1%	2%
CCOc1ccc2c(C)cc(=O)oc2c1OCC	32%	7%	-0.7	43	-8%	i	-3%	18%	-0.1%	4%
O=C(CCCN1C(=O)C(c2ccccc2)Oc2cccnc21)NCc1ccccc1F (stereo not drawn)	-3%	16%	1.1	50	2%	/	5%	-5%	-0.1%	-2%
CC1(C)Cc2cccc(OCC(=O)OCC(=O)Nc3ccc(C(N)=O)cc3)c2O1	/	6%	1.9	104	-13%	/	/	/	/	9%
CCn1c(SCC(=O)Nc2nc3ccccc3s2)nnc1-c1ccc(OC)cc1	-2%	7%	-0.4	79	-2%	i	17%	-1%	0.2%	-1%
C/C(=N/NC(=O)CNC(=O)COc1ccccc1)c1ccc(Cl)cc1	-4%	10%	-0.1	59	-2%	/	6%	8%	0.2%	11%
Cc1ccc(C(=O)O)cc1NC(=O)CSc1ncnc2sc3c(c12)CCC3	1%	3%	2.1	66	1%	i	7%	-10%	20%	14%
CC(=O)NCCNc1ccc([N+](=O)[O-])cc1C#N	7%	2%	0.0	50	-2%	i	12%	-3%	0.2%	6%
CCN(CC)CCN1C(=O)c2ccccc2NC1c1ccc(C)cc1 (stereo not drawn)	12%	9%	-0.2	48	-1%	i	4%	20%	0.0%	-2%
Cc1ccc(NC(=O)c2cc3ccccc3oc2=N)cc1	15%	7%	2.7	82	-1%	/	3%	-5%	-0.1%	8%
Cc1ccc(-n2ncc(C(=O)NCC3CCN(C4CCCC4)C3)c2C2CCN(C(=O)OC(C)(C)C)CC2)cc1 (stereo not drawn)	4%	-3%	-0.7	50	-8%	/	-8%	6%	-0.1%	6%
COc1ccc(/C=N/NC(=O)c2sccc2C)c2ccccc12	/	-4%	1.4	41	3%	/	/	/	/	24%
O=C(CCCCCn1c(=O)[nH]c2ccsc2c1=O)NCc1ccc(F)cc1	4%	6%	0.7	94	-9%	i	10%	-3%	-0.1%	8%
CCC(C)COC(=O)c1ccc(C(=O)O)cc1 (stereo not drawn)	12%	2%	0.3	44	-2%	/	1%	3%	0.2%	9%
COc1ccc(-n2c(SC)nc3sc4c(c3c2=O)CCN(C)C4)cc1	1%	8%	2.7	84	-4%	/	-3%	-7%	0.5%	/

A portion taken from the entries so far, as a working copy:
SMILES	AID2073	MgcRacGAP inhibition	NTR1 agonist	NTR1 agonist cell count 20 µM	Dengue-2 NS5 capping	Yfh1-depleted yeast	GPR55 LPI antagonism	GPR35 antagonists	GPR55 beta-arrestin	SV40 large T antigen	others
CCC(C)COC(=O)c1ccc(C(=O)O)cc1 (stereo not drawn)	12%	2%	0.3	44	-2%	/	1%	3%	0.2%	9%
COc1ccc(-n2c(SC)nc3sc4c(c3c2=O)CCN(C)C4)cc1	1%	8%	2.7	84	-4%	/	-3%	-7%	0.5%	/

Other results follow.
SMILES	AID2073	MgcRacGAP inhibition	NTR1 agonist	NTR1 agonist cell count 20 µM	Dengue-2 NS5 capping	Yfh1-depleted yeast	GPR55 LPI antagonism	GPR35 antagonists	GPR55 beta-arrestin	SV40 large T antigen	others
Cc1c(Cl)c([N+](=O)[O-])nn1CCCC(=O)Nc1cccc(O)c1	-3%	-4%	0.5	103	-11%	i	-2%	1%	-0.1%	-4%
CCOc1cc(S(=O)(=O)N2CCCCCC2)ccc1F	-4%	3%	0.9	39	-6%	i	4%	9%	-0.1%	16%
CN(Cc1ncc[nH]1)Cc1cn(-c2ccccc2)nc1-c1ccc2c(c1)OCO2	-9%	3%	2.2	66	-6%	i	-2%	-4%	0.4%	15%
CCOCCCn1c(=NC(C)=O)c(C#N)cc2c(=O)n3cccc(C)c3nc21	12%	/	0.7	53	/	i	-4%	2%	-0.2%	11%
O=C(COc1ccc2c(c1)CCC2)N1CCN(c2cccc(C(F)(F)F)c2)CC1	-6%	11%	5.2	90	-13%	i	2%	0%	1.7%	0%
CCN(C(=O)COC(=O)c1cc(=O)c2ccccc2o1)c1c(N)n(Cc2ccccc2)c(=O)[nH]c1=O	/	10%	1.4	51	-7%	/	/	/	/	14%
C/C(=N\NC(=O)c1nnn(-c2nonc2N)c1-c1ccccc1)c1ccccc1O	13%	6%	1.7	44	-5%	/	5%	-8%	-0.2%	20%
C#Cc1ccc([C@@H]2C=C(C(=O)N3CCN(Cc4ccccc4)CC3)O[C@H](OCCCCO)C2)cc1	9%	6%	0.5	75	2%	i	6%	-13%	0.5%	8%
CCc1nnc2c(N(C)C)nc3ccccc3n12	-4%	3%	5.3	64	/	i	-11%	2%	-0.1%	-1%
C=CCNC(=O)c1c(Cl)cnn1-c1ccc(C)cc1	-1%	/	0.3	48	/	i	7%	9%	-0.3%	3%
CN(C(=O)COC(=O)Cc1c(Cl)cccc1Cl)c1c(N)n(Cc2ccccc2)c(=O)[nH]c1=O	/	6%	0.6	53	3%	/	/	/	/	27%
Cc1oc2ccc(NS(=O)(=O)c3ccc(F)cc3)cc2c1C(=O)O	10%	5%	-0.6	54	-7%	/	-6%	0%	-0.1%	6%
Cn1ncc(Cl)c1C(=O)N1CCN(C23CC4CC(CC(C4)C2)C3)CC1	10%	6%	1.0	59	1%	/	-7%	-6%	0.0%	1%
CCOc1ccc(NS(=O)(=O)c2cc(OCC(N)=O)c(C)cc2Cl)cc1	8%	-3%	4.1	50	-1%	i	0%	8%	0.0%	5%
O=C(O)CNC(=S)N(Cc1ccccc1)Cc1cccnc1	-3%	2%	0.4	46	-14%	i	12%	3%	-0.2%	8%
COc1cc(C(F)(F)F)c(C(=O)N(C)Cc2ccc(Cl)c(Cl)c2)cn1	-12%	5%	-0.2	56	2%	i	4%	0%	-0.4%	18%
CCOC(=O)c1sc2nc3n(c(=O)c2c1C)CCCCC3	5%	1%	5.1	54	-9%	/	-11%	4%	0.2%	0%
COc1ccc(OC)c(N2C(=O)CC(C(C)c3ccccc3)C2=O)c1 (stereo not drawn)	1%	11%	1.4	42	-2%	i	9%	0%	-0.1%	0%
COc1ccc(Br)cc1/C=N/n1nnnc1N	5%	5%	0.0	84	0%	/	8%	51%	0.0%	6%
CCCOc1ccc(NC2=CC(=O)CC(C)(C)C2)cc1	-2%	4%	0.7	49	-3%	i	-1%	2%	0.1%	4%
O=C(CCCn1c(SCC(=O)c2ccc(F)cc2)nc2ccccc2c1=O)NCc1ccco1	0%	11%	7.4	72	-1%	i	25%	15%	-0.1%	7%
CSc1ccc(S(=O)(=O)N2CCC(C(=O)N3CCOCC3)CC2)cc1	-2%	4%	-1.7	59	-3%	/	-8%	-4%	-0.4%	7%
Cc1ccc(NCC(=O)c2ccc([N+](=O)[O-])cc2)cc1	24%	8%	4.5	55	-4%	i	-4%	-9%	-0.4%	17%
CCOC(=O)c1ccc(S(=O)(=O)NNS(=O)(=O)c2ccc(C)cc2)cc1	13%	5%	0.9	86	-4%	/	7%	2%	0.0%	4%
CCOC(=O)Cn1nc(C)n(-c2ccc(C(C)C)cc2)c1=O	2%	8%	-0.4	82	7%	i	-8%	-12%	-0.1%	6%	Dengue-2 NS5 capping pilot replicate=-0.3
COc1ccc(NC(=O)C2CCN(c3ncnc4c3nc3n4CCCCC3)CC2)c(OC)c1	3%	-10%	1.7	58	-4%	/	-1%	-8%	-0.2%	14%
CC(NC(=O)c1ccccc1Br)c1nnc(SCC(=O)NC2=NCCS2)n1C (stereo not drawn)	0%	6%	-1.2	45	3%	/	5%	0%	0.0%	2%
Cc1c(C(=S)Nc2ccccc2)cnn1-c1ccccc1	-6%	1%	4.5	76	-5%	/	8%	16%	-0.1%	3%
CCNC(=O)N1c2ccc(OCC)cc2C(C)=CC1(C)C	-4%	9%	-1.1	53	2%	i	2%	-6%	-0.3%	6%
CCCCn1c(N)c(N(CCOC)C(=O)CSc2nnc(-c3ccc(F)cc3)n2N)c(=O)[nH]c1=O	/	7%	-0.4	53	0%	/	/	/	/	10%
Oc1ccc(Cl)cc1CNCc1ccc(C(F)(F)F)cc1	/	1%	-3.6	91	-6%	/	/	/	/	1%
COc1ccc(OC)c(N(C(=O)c2ccco2)C(C(=O)NC2CCCC2)c2ccc(N3CCOCC3)cc2)c1 (stereo not drawn)	-5%	5%	0.3	42	-3%	/	-8%	-1%	0.4%	6%
O=C(O)CCCC(=O)NNc1nc(-c2ccccc2)c2cc(Cl)ccc2n1	13%	9%	-0.1	67	/	/	-32%	11%	0.2%	6%
COC(=O)c1cc(C)sc1NC(=O)CN1CCN(C(=O)C2CCCO2)CC1 (stereo not drawn)	6%	9%	-0.2	58	-6%	/	9%	5%	-0.2%	10%
COc1cccc2cc(-c3nnc(-c4ccccc4)o3)c(=O)oc12	24%	8%	-1.2	80	4%	i	1%	-6%	0.2%	4%
CC1=NNC(=O)C1Cc1c(Cl)cccc1Cl (stereo not drawn)	/	12%	-0.1	49	-3%	/	/	/	/	8%
Cc1cc(C)c(C)c(S(=O)(=O)N2CCC(C(=O)NCC(c3ccccc3)N(C)C)CC2)c1C (stereo not drawn)	-4%	12%	2.0	98	3%	/	13%	6%	0.2%	17%
Cn1nnnc1SCC(=O)N1CCN(S(=O)(=O)c2ccccc2)CC1	-6%	2%	1.3	36	-9%	i	7%	0%	0.0%	-8%
C=CCNC(=O)CSc1ccc(Cl)cc1	-1%	4%	-1.3	52	1%	i	1%	-7%	-0.1%	1%
C/C(N)=C(/C#N)C(=O)COC(=O)c1ccc(NC(N)=O)cc1	16%	4%	-0.2	64	-5%	i	-6%	-12%	0.4%	1%
